KinaseGlo FLuc = counter-screen: inhibitors of Kinase-Glo firefly luciferase | Kinase-Glo luciferase, ATP luminescence, 8 min | Potency, µM (series often up to 38.3 µM), without a hit: at the highest dose activity change, negative = inhibition, actives largely listed as inhibitors | 0.28% of 200,000 active | AID 1379; further: potency means the concentration at half of the fitted maximal effect; on the % scale 0 is the no-effect control and ±100 the full control effect; nearly all actives have a fitted effect of over 60% in size
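Light output from Kinase-Glo luciferase with luciferin and 10 uM ATP in 50 mM imidazole pH 7.2, KCl, MgCl2, Tween 20, BSA; compound pin-delivered, 8-min ambient incubation, then luminescence read.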
IMPase Li cell = cell-permeable IMPase inhibitors with lithium potentiation; CHO-M1 cells, IP1 TR-FRET (IP-One), carbachol + lithium; AID 1457; 0.35% of 210,000 active; Potency, µM (titrated, usually from 59.4 µM), inactives show at the highest dose activity, negative = IMPase inhibition, most hits filed as inhibitors;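 further: IP1 builds up when IMPase is blocked and the TR-FRET signal falls; potency means the concentration at half of the fitted maximal effect; plate controls were basal vehicle for no effect and high inhibitor control for full effect; nearly all actives have a fitted effect of over 50% in size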
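Lithium-sensitised IP1 accumulation assay; M1-expressing CHO cells treated 30 min at 37C with compound. Competitive antibody detection by time-resolved FRET followed a 10 min room-temperature lysis step.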
Lamin A splicing = changes lamin A minigene splicing in HeLa cells; HeLa LMNA splicing GFP/RFP minigene ratio, 48 h; Potency, µM (highest dose often 46.1 µM), for inactives: at the top dose ratio change, negative = inhibition, actives largely listed as inhibitors; 0.01% of 200,000 active; AID 1487; active means well fitted inhibition curve with a large enough effect in the signal ratio, with a control signal flat, not every such curve was filed as active; inconclusive means small, poorly fitted or top-dose-only effect, or effect the other way, or a change in a side signal; the % refers to the signal ratio; further: potency means the concentration at half of the fitted maximal effect; on the % scale 0 is the no-effect control and ±100 the full control effect
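S3 HeLa stable clones carrying a lamin A-EGFP splicing minigene plus DsRed2 were seeded at 600 cells/well in Opti-MEM with 2% FBS, pin-dosed and incubated 48 h at 37°C. Acumen cytometry (488 nm) gave the GFP/RFP total-intensity ratio.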
HTT aggregate = mutant huntingtin aggregation inhibition | 1.1% of 220,000 active | PC12 HttQ103-GFP aggregates, Acumen cytometry, 40 h | Potency, µM (top dose mostly 46.1 µM), inactives show top-dose activity change, negative = inhibition, most hits filed as inhibitors; further: potency means the concentration at half of the fitted maximal effect; on the % scale 0 is the no-effect control and ±100 the full control effect; nearly all actives have a fitted effect of over 60% in size
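Steps: seed 1500 PC12 HTTQ103-GFP cells/well; add tebufenozide, 100 nM final; add compound titration; add ATPLite reagent; quantify GFP aggregates by laser scanning cytometry.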
SMN2 splice enh = increases expression of the SMN2 splice variant. Potency, µM (titrated, usually from 46.1 µM), inactives show at the top dose activity change, positive = activation, most hits filed as activators. AID 1458. 2.8% of 210,000 active. HEK293 SMN2-luciferase splicing reporter, luminescence, 30-36 h; further: potency means the concentration at half of the fitted maximal effect; % of control where 0% means no effect; nearly all actives have a fitted effect of over 55% in size
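HEK293 cells carry an SMN2 minigene-luciferase reporter in which exon 7 inclusion puts luciferase in frame. Cells were seeded at 2000 cells/well, attached for 10-12 hours, then exposed to compounds for 30-36 hours at 37C before ONE-Glo luminescence.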
HTT cytoprotect = protects HTT-Q103 PC12 cells, measured by ATP. Potency, µM (doses to about 56.4 µM), inactives show cytoprotection (ATP increase), most hits filed as activators. PC12 HTT-Q103 induced, cytoprotection, ATP luminescence, 40 h. 0.14% of 230,000 active;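 further: potency means the concentration at half of the fitted maximal effect; % of control where 0% means no effect; nearly all actives have a fitted effect of over 45% in size; toxic huntingtin expression switched on by the ecdysone agonist tebufenozide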
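PC12 cells with ecdysone-inducible HTT exon 1 Q103-GFP, induced with 100 nM tebufenozide and co-treated with library compounds in a dose series (1536-well, 1500 cells/well). Cytoprotection read as ATP content by ATPlite luminescence.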
CBFb-RUNX1 inh = CBF-beta/RUNX1 interaction disruption. Potency, µM (highest dose often 59.8 µM), inactives show at the top dose activity, negative = inhibition, most hits filed as inhibitors. AID 1477. AlphaScreen CBFb-His/RUNX1-biotin binding, biochemical. 230,000 tested, under 10 active; further: % of control where 0% means no effect
Target sequence (Q01196 whole entry, looked up): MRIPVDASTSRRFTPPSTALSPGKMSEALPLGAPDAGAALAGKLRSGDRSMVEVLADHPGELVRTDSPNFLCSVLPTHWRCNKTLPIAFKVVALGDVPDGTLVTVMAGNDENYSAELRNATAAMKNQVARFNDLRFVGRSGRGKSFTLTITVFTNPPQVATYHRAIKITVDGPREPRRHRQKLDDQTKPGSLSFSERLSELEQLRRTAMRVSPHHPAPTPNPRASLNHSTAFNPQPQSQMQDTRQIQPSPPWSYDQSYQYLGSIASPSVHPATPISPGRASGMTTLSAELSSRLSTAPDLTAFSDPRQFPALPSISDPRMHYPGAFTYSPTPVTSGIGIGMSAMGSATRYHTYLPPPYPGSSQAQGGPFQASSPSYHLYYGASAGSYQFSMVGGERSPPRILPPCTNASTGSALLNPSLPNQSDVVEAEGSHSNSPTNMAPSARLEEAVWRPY
Target sequence (Q13951 whole entry, looked up): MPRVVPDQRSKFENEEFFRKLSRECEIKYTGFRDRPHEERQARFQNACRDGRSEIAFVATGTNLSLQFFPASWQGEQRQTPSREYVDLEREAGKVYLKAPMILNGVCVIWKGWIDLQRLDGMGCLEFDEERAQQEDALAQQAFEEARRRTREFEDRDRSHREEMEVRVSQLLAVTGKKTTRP
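AlphaScreen proximity signal reports loss of binding between His-tagged CBF-beta and biotin-labelled RUNX1, each at 30 nM. Proteins are pre-associated for 20 minutes, compounds added for 15 minutes, then beads for 90 minutes, all at ambient temperature.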
* = called active by the depositor; u = inconclusive; x = not tested or not shown; [ ] = remark or other dose. Unless noted, the call rests on the fitted dose curve; in most records, active means well fitted curve in the direction sought with a large enough effect; inconclusive means small, poorly fitted or top-dose-only effect, or another doubt; inactive means no such curve, though single readings can be large; an effect the other way counts as inactive or inconclusive.

Start of the listing, in advance, 2 compounds:
SMILES	KinaseGlo FLuc	IMPase Li cell	Lamin A splicing	HTT aggregate	SMN2 splice enh	HTT cytoprotect	CBFb-RUNX1 inh
Cc1cc(C)c(S(=O)(=O)n2c([N+](=O)[O-])cnc2C)c(C)c1	1%	-19%	1%	-6%	9%	40%[10 µM]	9%
Cc1cc(C)nc(Nc2n[nH]c(-c3ccccc3Cl)n2)n1	-7%	9%	-14%[46 µM]	22%	14µM*	-105%[inhibitor]	7%

This part in full, repeating the preview:
SMILES	KinaseGlo FLuc	IMPase Li cell	Lamin A splicing	HTT aggregate	SMN2 splice enh	HTT cytoprotect	CBFb-RUNX1 inh
Cc1cc(C)c(S(=O)(=O)n2c([N+](=O)[O-])cnc2C)c(C)c1	1%	-19%	1%	-6%	9%	40%[10 µM]	9%
Cc1cc(C)nc(Nc2n[nH]c(-c3ccccc3Cl)n2)n1	-7%	9%	-14%[46 µM]	22%	14µM*	-105%[inhibitor]	7%
O=S(=O)(Nc1ccc(-n2cccc2)cc1)c1ccccc1	4%	4%[38.3 µM]	-9%	16%	-14%	20%[10 µM]	-14%
Nc1nnnn1CC(=O)N/N=C/c1cc([N+](=O)[O-])ccc1O	1%	-3%	x	-12%	7%	-14%	u
Cc1ccc(C2C(=O)N(C3CCCC3)CC(=O)N2C2CCCCC2)cc1 (configuration not stated)	1%	26%[38.3 µM]	12%	11%[9.22 µM]	-9%	2%	4%
COC(=O)[C@H]1C[C@H]2CC[C@H](O)C[C@H]2N1Cc1c(F)cccc1Cl	-2%	-2%	x	x	-1%	6%	-2%
COc1ccc(NC(=O)c2nnn(Cc3ccc(SC)cc3)c2N)c(OC)c1	-2%	-3%[38.3 µM]	-3%	11%	-4%	-11%	-4%
O=C(COC(=O)/C=C/C(=O)N1CCN(c2ccccc2)CC1)NC(c1ccccc1)c1ccccc1	-4%	-8%	x	-7%	-22%	22%	40%
C/C(=N/NC(=O)c1cc(-c2ccc(Cl)s2)[nH]n1)c1ccco1	x	x	x	7%[9.22 µM]	x	0%[10 µM]	1%
Cc1cc(=O)[nH]c(SCC(N)=O)c1C#N	-2%	16%[38.3 µM]	-1%	-6%	10%	-16%[0.074 µM]	4%
COc1ccc(/C=N/n2c(C)cc(C)c(C(N)=O)c2=O)cc1	1%	20%[38.3 µM]	3%	3%[9.22 µM]	3%	13%	1%
Cc1ccc2[nH]c(=O)c(CN(Cc3cccnc3)C(=S)NCCCN(C)C)cc2c1	-3%	24%	-9%[46 µM]	-17%[9.22 µM]	x	-7%[10 µM]	-5%
Cc1cnc([N+](=O)[O-])n1CCOC(=O)NC(=O)c1ccccc1	0%	-10%	5%[46 µM]	-3%	-5%	-11%	2%
O=C(Nc1nncs1)c1c(F)c(F)c(F)c(F)c1F	5%	7%[38.3 µM]	-29%	-13%	30%	0%	-6%
CCN(CC)S(=O)(=O)c1ccc(Nc2nc3ccccc3n3nnnc23)cc1	-2%	18%[38.3 µM]	23%	-5%	u	4%	3%
O=C(CSc1nc2ccccc2[nH]1)N1CCN(c2ccccc2)CC1	0%	4%[38.3 µM]	-13%	7%	4%	-6%	3%
O=C(Nc1ccc(OC(=O)c2ccco2)cc1)c1ccco1	13µM*	6%	-7%	-3%	17%	16%[10 µM]	0%
COc1ccc(-c2cn3cc(C(=O)NN)ccc3n2)cc1	-7%	-1%	x	-1%	x	-135%[inhibitor]	-29%
CSc1ccc(C(=O)C2CCCN(Cc3ccc(N4CCNC4=O)cc3)C2)cc1 (configuration not stated)	x	11%	x	3%[9.22 µM]	x	0%[10 µM]	1%
Cc1ccc(SCC(=O)Nc2ccc(S(=O)(=O)Nc3nccs3)cc2)cc1	5%	0%	-3%	25%	17%	14%[10 µM]	-8%
O=C(CCNC(=O)c1ccccc1)OCN1C(=O)c2ccccc2C1=O	-2%	-5%[38.3 µM]	6%	6%	11%	-12%	0%
Cc1ccc(S(=O)(=O)NC2OC(=O)C(Cl)=C2Cl)cc1 (configuration not stated)	0%	14%[38.3 µM]	12%	16%	27%	-23%	-5%
CC1(C)C=C(c2ccc(O)cc2)CC(C)(C)N1	-4%	-14%[38.3 µM]	-1%	0%	u	-18%	5%
O=C(c1ccncc1)N1CCC2(CCCN(c3ccncc3)C2)CC1	0%	41%[activator]	x	x	1%	-9%	x
O=C(Nc1cccc(-c2nc3ccccc3o2)c1)c1ccc(N2C(=O)C3C4C=CC(C4)C3C2=O)cc1 (configuration not stated)	20%	22%[38.3 µM]	10%	0%	-23%	-12%	5%
CCc1ccnc(NS(=O)(=O)c2ccc3c(c2)CCO3)c1	x	x	9%[46 µM]	-9%[9.22 µM]	x	-3%[10 µM]	-6%
O=C(CCCN1C(=O)CCC1=O)Nc1cccc(C(F)(F)F)c1	5%	-2%[38.3 µM]	0%	-17%	x	2%	-4%
O=C(Nc1ccc(Br)cc1)Nc1ccccc1F	-25%	7%	x	u	x	-46%[inhibitor]	21%
Fc1ccc(CSc2nnc(-c3cnccn3)n2Cc2ccco2)cc1	1%	27%[38.3 µM]	-1%	-2%	9%	-8%	-2%
O=C1NN(c2ccccc2)C(=O)/C1=C/c1ccc(-c2ccc(Cl)c(C(=O)O)c2)o1	-3%	22%	u	-1%	11%	-33%[inhibitor]	u
C=C1CCC[C@]2(C)C[C@H]3OC(=O)[C@H](CNCCc4ccccc4OC)C3CC12 (some centres not stated)	-8%	23%	x	x	10%	-16%	-10%
O=C(C1CC1)N1CCN=C1SCc1ccc(Cl)cc1	-5%	-14%[38.3 µM]	-3%	6%	-8%	-17%	2%
O=C(CSc1ccc(-c2ccccn2)nn1)NCc1ccc(Cl)cc1	-1%	4%	x	u	-15%	26%	x
OCC1CCCN(Cc2cn(Cc3ccccc3)nc2-c2cc3ccccc3o2)C1 (configuration not stated)	-2%	10%	11%[46 µM]	-11%[9.22 µM]	x	1%[10 µM]	0%
O=C(CSc1nncs1)NC(=O)NC1CCCC1	1%	1%	x	-17%	14%	-27%	1%
COC(=O)c1cc2ccsc2n1CC(=O)Nc1ccc(N(C)C)cc1	-1%	15%[38.3 µM]	9%	7%	-3%	-34%	-8%
FC(F)(F)c1cccc(NC(=S)NC(c2ccccc2)c2ccccc2)c1	1%	22%	u	u	-66%[inhibitor]	7%[10 µM]	10%
O=C(/C=C/c1ccccc1[N+](=O)[O-])N1CCN(c2ccc(F)cc2)CC1	4%	4%	-1%[46 µM]	-2%[9.22 µM]	-2%	7%[10 µM]	-6%
c1coc(-c2ncc[nH]2)c1	-4%	-7%[38.3 µM]	10%	20%	-12%	-38%	-4%
CCCCNCc1nc2ccccc2c(=O)[nH]1	x	-6%	x	-2%	x	-23%	7%
CCOC(=O)C(C)(C)Sc1nc2c(cnn2-c2ccc(C)cc2)c(=O)[nH]1	3%	8%	-1%	21%	-2%	3%[10 µM]	0%
CN(c1cccc(NC(=O)c2ccc(Cl)c(S(=O)(=O)Nc3ccccc3)c2)c1)S(C)(=O)=O	4%	43%[activator][38.3 µM]	-12%	u	-26%	15%[10 µM]	3%
CS(=O)(=O)c1ccc(C(=O)NCc2ccccc2F)cc1	-2%	-6%	x	-8%	-15%	-26%	3%
Cc1cc(C(=O)Nc2nnc(C3CCCCC3)s2)no1	-3%	-18%[38.3 µM]	-2%	1%	4%	-24%	-4%
Cc1ccc(S(=O)(=O)Nc2ccc(-c3nnc(SCc4ccccc4Cl)o3)cc2)cc1	10%	13%	u	1%	-54%[inhibitor]	x	2%
CCC1CN(C)C2Cc3c([nH]c4ccccc34)C(=O)CC1C2C(=O)OC (configuration not stated)	x	x	x	-31%[9.22 µM]	x	-11%[10 µM]	10%
Cc1cccc(NC(=O)c2ccc(Cn3cc(C(F)(F)F)ccc3=O)cc2)c1	1%	-8%[38.3 µM]	3%	-3%	-5%	1%	2%
COc1ccc(NS(=O)(=O)c2ccc(N3CCOCC3)c(NC(=O)c3cccc(F)c3)c2)cc1	1%	2%	u	4%	-53%[inhibitor]	-9%[10 µM]	-7%
CCc1ccc(C(=O)CSc2n[nH]c(C)n2)cc1	0%	-2%[38.3 µM]	0%	-6%	5%	-8%	4%
CCOC(=O)c1nn(-c2cccc(Cl)c2)c2nc(Nc3ccccc3)cc(=O)n12	-5%	-1%	3%	16%	8%	x	7%
Cc1ccc(S(=O)(=O)n2nc(-n3c(C)ccc3C)c3c(F)cccc32)c2ccccc12	x	x	x	14%[9.22 µM]	x	13%[10 µM]	4%
COc1ccc(C(=O)C(CN2CCOCC2)c2ccccc2)cc1 (configuration not stated)	-7%	6%[38.3 µM]	u	x	-74%[inhibitor]	22µM*	0%
Cc1ccccc1-c1nnc(-c2ccccc2C)o1	-5%	2%	1%	-20%	22µM*	11%[10 µM]	11%
COc1ccc(CC(=O)Nc2cccc3ncccc23)cc1OC	-1%	3%	-1%[46 µM]	14%	-3%	-11%	7%
O=C(COc1ncnc2scc(-c3ccccc3)c12)NC1CCCc2ccccc21 (configuration not stated)	-1%	1%	u	-3%	-36%[inhibitor]	7%[10 µM]	2%
COc1ccc(NC(=O)COC(C)=O)cc1OC	-2%	3%	x	4%	24%	-36%[inhibitor]	-3%
O=C1CCCC2=C1C(c1ccc3c(c1)OCO3)c1c([nH]n(-c3ccccc3)c1=O)N2 (configuration not stated)	1%	9%[38.3 µM]	-1%	6%	-12%	-16%[0.074 µM]	u
O=C(COC(=O)CC(NC(=O)c1ccccc1Cl)c1ccccc1)Nc1cccc(F)c1 (configuration not stated)	1%	10%	3%	-6%	3%	18%[10 µM]	-5%
CC1CCN(S(=O)(=O)c2ccccc2[N+](=O)[O-])CC1	0%	0%	-8%	1%	-3%	10%[10 µM]	-3%
Cc1ccc(C)c(N2CCN(c3ncnc4c3cnn4-c3ccccc3)CC2)c1	1%	8%[38.3 µM]	0%	u	-18%	0%	-1%

(continued)
SMILES	KinaseGlo FLuc	IMPase Li cell	Lamin A splicing	HTT aggregate	SMN2 splice enh	HTT cytoprotect	CBFb-RUNX1 inh
C=CCOC(=O)C1CC=CCC1C(=O)Oc1ccc(F)cc1F (configuration not stated)	x	x	3%	12%	x	-11%	17%
O=C1/C(=C\c2ccc3ccccc3c2)CCCc2ccccc21	-20%	8%	u	-4%	-51%[inhibitor]	-32%[inhibitor][10 µM]	-4%
O=C(Cn1cnc2c(cnn2-c2ccc(Cl)cc2)c1=O)N1CCN(c2ccccc2)CC1	1%	-5%	x	13%	-3%	x	2%
CN1CCN(/C=N/c2sc3c(c2C#N)CCCCC3)CC1	-2%	-9%[38.3 µM]	-13%	10%	16µM*	-6%	-9%

Screening results as filed in PubChem BioAssay.
